Screening data (PubChem BioAssay)
EP2 modulator: modulators of human EP2 prostaglandin E2 receptor | EP2-expressing cells, cAMP HTRF FRET, PGE2 co-stimulation | induction, % at 25 µM | hit rate 0.83% among 260,000 | AID 940;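 active means compounds whose cAMP rise, as percent of the full-agonist control response, exceeds 60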;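 further: rat C6 glioma line stably carrying human EP2 under a CMV promoter; the protocol text gives 20 µM as final concentration; 100% = response of wells given 1 µM PGE2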
eIF4E-4G inh: blocks eIF4E binding to eIF4G | hit rate 0.37% among 220,000 | inhibition, % at 21.7 µM | P63073+Q04637 | TR-FRET eIF4E-eIF4GI(517-606) binding, 2 h | AID 782;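 active means inhibition above about 30%, limit read from the data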;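 further: 0% = full FRET control wells and 100% = background wells lacking eIF4GI fragment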
PGE2 EP2 inh: blocks the human prostaglandin E2 receptor EP2; P43116; C6 glioma cells expressing human EP2, cAMP TR-FRET; cells stimulated with saturating PGE2; inhibition, % at 25 µM; hit rate 0.52% among 260,000;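 active means percent inhibition above 40 after rounding to a whole number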;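 further: rat C6 glioma host cells with rolipram phosphodiesterase inhibitor present; the protocol text gives 20 µM as final concentration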
Rad51 HR inh: blocks human Rad51 in homologous recombination; Q06609; hRad51 DNA strand exchange, fluorescence dequenching; inhibition, % at 10 µM; hit rate 0.085% among 200,000; AID 1385;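 active means inhibition above 40% at the single screening dose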;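 further: 0% = DMSO control wells and 100% = blanks with heterologous ssDNA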
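Material: human Rad51–ssDNA filaments; Probe or stimulus: labelled 47-mer dsDNA for strand exchange; Doses: single 10 µM dose; Incubation: 37 °C 15-min filament assembly, 30-min compound preincubation, 15-min exchange; Technique: FRET fluorescence dequenching, excitation 485 nm, emission 520 nm; Measure: Fluorescence-based percent inhibition, control- and blank-normalised; Benchmarks: plate control and blank wells.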
Tb hexokinase: blocks Trypanosoma brucei hexokinase 1 activity; recombinant TbHK1, G6PDH-coupled NADH A340; inhibition, % at 10 µM; hit rate 0.11% among 220,000;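 active means inhibition of 50% or more in the single-dose primary screen; inactive means inhibition below 50%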
zVAD death inh: blocks zVAD induced death of L929 cells; L929 zVAD necroptosis rescue, ATP luminescence, 24 h; with zVAD 60 µM; viability rescue, % at 10 µM; hit rate 0.38% among 220,000; AID 1377;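 active means activation, scaled between plate controls, above about 75%, limit read from the data; inactive means activation under that limit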;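 further: 0% = zVAD with DMSO and 100% = DMSO alone without zVAD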
Calpain2 inh: blocks pig calpain II enzyme activity; inhibition, % at 16 µM; hit rate 0.37% among 220,000; purified calpain II, fluorogenic peptide substrate, 30 min;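 active means inhibition above about 50%, limit read from the data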
14-3-3 Bad PPI: disrupts binding of bovine 14-3-3 zeta to phospho-Bad peptide; P63103; TR-FRET 14-3-3zeta/Dy647-pBad peptide displacement, 1 h; inhibition, % at 21.7 µM; hit rate 0.71% among 220,000;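 active means inhibition above about 70%, limit read from the data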;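 further: 0% = full 14-3-3 plus peptide FRET controls and 100% = background without 14-3-3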
Target sequence (P63103 whole entry, looked up): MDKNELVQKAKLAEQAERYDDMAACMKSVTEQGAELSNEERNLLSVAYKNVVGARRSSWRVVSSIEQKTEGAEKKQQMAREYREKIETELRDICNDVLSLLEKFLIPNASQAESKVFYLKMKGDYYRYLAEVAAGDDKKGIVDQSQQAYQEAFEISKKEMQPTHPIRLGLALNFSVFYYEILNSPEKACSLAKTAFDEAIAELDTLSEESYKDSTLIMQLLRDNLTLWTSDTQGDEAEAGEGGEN
Hck-Nef inh: inhibitors of human Hck kinase activated by Nef. P08631. Recombinant Hck-YEEI plus Nef, Z-Lyte FRET kinase assay. inhibition, % at 20 µM. hit rate 0.68% among 220,000. AID 463187;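 active means Hck-Nef kinase inhibition above about 50%, limit read from the data; inactive means inhibition below that limit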;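 further: 0% = DMSO with Hck plus Nef and 100% = Hck alone without Nef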
Target sequence (P08631 whole entry, looked up): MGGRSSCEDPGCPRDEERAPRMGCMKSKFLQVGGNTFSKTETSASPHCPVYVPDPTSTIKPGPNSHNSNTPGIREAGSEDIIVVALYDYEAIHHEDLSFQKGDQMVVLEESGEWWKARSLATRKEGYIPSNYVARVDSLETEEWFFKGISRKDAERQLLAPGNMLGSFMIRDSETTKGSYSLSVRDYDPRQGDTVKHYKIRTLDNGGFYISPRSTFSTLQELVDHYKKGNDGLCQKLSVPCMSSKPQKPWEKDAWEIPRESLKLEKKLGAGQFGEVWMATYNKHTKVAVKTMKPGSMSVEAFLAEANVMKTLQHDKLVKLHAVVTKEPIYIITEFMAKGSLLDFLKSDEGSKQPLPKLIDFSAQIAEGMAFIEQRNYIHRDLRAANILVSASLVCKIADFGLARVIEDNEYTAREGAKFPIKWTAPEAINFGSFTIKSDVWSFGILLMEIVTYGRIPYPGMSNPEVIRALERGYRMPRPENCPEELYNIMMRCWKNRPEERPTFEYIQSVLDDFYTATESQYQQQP
The depositor's hits bear a star; i = inactive; · = not tested or not shown; & = joins results of further samples; [ ] = remark or other dose.

SMILES	EP2 modulator	eIF4E-4G inh	PGE2 EP2 inh	Rad51 HR inh	Tb hexokinase	zVAD death inh	Calpain2 inh	14-3-3 Bad PPI	Hck-Nef inh
CN1CCN(NC(=O)c2ccc(S(=O)(=O)N3CC4(C)CC3CC(C)(C)C4)cc2)CC1 (stereo not given)	19	2	9	-16	-13	0.6	5	5	2
Fc1cccc(NC(=S)Nc2cccnc2)c1	-33	0	8	-16	-3	0.6	-25	-15	-8
C=CCSC1=N/C(=C\c2ccsc2)C(=O)S1	45	8	13	0	-11	5.2	23	7	1
Cc1cc(CNC(=O)COc2ccccc2F)c2ccccc2n1	-30	2	6	1	-1	1.4	-10	0	1
COc1ccccc1C/C(N)=N/O	16	14	8	13	-2	0.2	-9	-11	5
O=C(Cc1ccc(O)cc1)NCCNC(=S)NCc1ccccc1	-4	2	17	20	-5	0.0	5	-7	8
O=C1c2cccc3cccc(c23)C(=O)N1OS(=O)(=O)c1ccc(Br)cc1	-14	-1[fluorescence artefact?]	6	-2	-4	0.3	-141	-1[fluorescence artefact?]	3
O=C(CSc1nnc(COc2ccc(Cl)cc2)o1)N1c2ccccc2CCc2ccccc21	22&0	-1	14&6	-16	-5	0.2	21	9	-1
Cc1[nH]c2ccccc2c1C(=O)C(=O)N1CCN(C(=O)c2ccco2)CC1	11	1	4	3	-14	0.8	-7	-8	13
CCN1C(=O)c2cccc3c(S(=O)(=O)Nc4ccncc4)ccc1c23	-4	-24	4	-1	-13	2.6	i	-1[fluorescence artefact?]	2
O=C(Cc1ccc(Cl)cc1)Nc1ccc(N2CCCC2)cc1	11	2[fluorescence artefact?]	12	-7	-14	-0.1	-12	2	0
N#C/C(=N\Nc1ccccc1)C(=N)N1CCOCC1	-2	-1	-3	·	-31	1.6	9	-9	0
Cc1ccc(-c2nc(=S)c3c(n2Cc2ccco2)CCCC3)cc1	21	13	-1	-8	-8	-1.0	38	-5	-10
O=C(CSc1nc2ccc([N+](=O)[O-])cc2[nH]1)NC1CCCCC1	8	-4	6	-4	-20	17	16	5	-1
NC1=NC2(CCCCC2)n2c(nc3ccccc32)N1	-13	1[fluorescence artefact?]	14	13	5	0.1	-10	7	1
COc1ccccc1NC(=O)c1oc2ccccc2c1NC(=O)c1ccco1	37	-1	11	0	11	0.7	-213	2	0
COc1cccc(C2C3=C(N=c4s/c(=C\c5ccc(O)cc5)c(=O)n42)c2ccccc2CC3)c1OC (stereo not given)	8	5[fluorescence artefact?]	8	-7	-12	-0.4	-35	-3	-1
COc1ccc(S(=O)(=O)N2CCN(C(=O)c3cccs3)CC2)cc1	-28	2	13	-8	4	1.8	19	7	0
COc1ccccc1OCCCCOc1ccccc1C(C)=O	-15	4	3	·	-1	-0.1	-1	-3	3
O=C(COc1ccccc1Cc1ccccc1)NCCCN1CCOCC1	21	-5	3	-81	-6	-1.1	-17	6	21
O=C(NC(Cc1ccccc1)C(=O)Oc1ccc2c(C(F)(F)F)cc(=O)oc2c1)OCc1ccccc1 (stereo not given)	33	2	8	-30	0	1.2	-446	-11[fluorescence artefact?]	1
COc1cc(C(=O)NCCC(=O)NCCN2CCCCCC2)cc(OC)c1OC	13	-5	0	-4	4	0.7	-37	0	4
COc1ccc(C(C(O)C(=O)c2c[nH]c3ccccc23)N2CCN(c3ccc(OC)cc3)CC2)cc1 (stereo not given)	-34	11	14	0	0	1.2	-49	7	0
CCn1ccnc1CN(C)C(=O)CCc1nnc(CCCc2ccccc2)o1	-16	-2	5	·	-1	-0.2	-8	-4	22
Brc1ccc2c(c1)C(c1cccs1)=NNC(c1cccnc1)=N2	-15	3	9	0	-6	0.5	-4	-2	-1

One compound at a time (already shown):
Results for COc1cc(C(=O)NCCC(=O)NCCN2CCCCCC2)cc(OC)c1OC = EP2 modulator: 13; eIF4E-4G inh: -5; PGE2 EP2 inh: 0; Rad51 HR inh: -4; Tb hexokinase: 4; zVAD death inh: 0.7; Calpain2 inh: -37; 14-3-3 Bad PPI: 0; Hck-Nef inh: 4
Results for Brc1ccc2c(c1)C(c1cccs1)=NNC(c1cccnc1)=N2 = EP2 modulator: -15; eIF4E-4G inh: 3; PGE2 EP2 inh: 9; Rad51 HR inh: 0; Tb hexokinase: -6; zVAD death inh: 0.5; Calpain2 inh: -4; 14-3-3 Bad PPI: -2; Hck-Nef inh: -1
Results for O=C(Cc1ccc(O)cc1)NCCNC(=S)NCc1ccccc1 = EP2 modulator: -4; eIF4E-4G inh: 2; PGE2 EP2 inh: 17; Rad51 HR inh: 20; Tb hexokinase: -5; zVAD death inh: 0.0; Calpain2 inh: 5; 14-3-3 Bad PPI: -7; Hck-Nef inh: 8

Back to the main list, repeating the 5 entries before the break.
SMILES	EP2 modulator	eIF4E-4G inh	PGE2 EP2 inh	Rad51 HR inh	Tb hexokinase	zVAD death inh	Calpain2 inh	14-3-3 Bad PPI	Hck-Nef inh
O=C(NC(Cc1ccccc1)C(=O)Oc1ccc2c(C(F)(F)F)cc(=O)oc2c1)OCc1ccccc1 (stereo not given)	33	2	8	-30	0	1.2	-446	-11[fluorescence artefact?]	1
COc1cc(C(=O)NCCC(=O)NCCN2CCCCCC2)cc(OC)c1OC	13	-5	0	-4	4	0.7	-37	0	4
COc1ccc(C(C(O)C(=O)c2c[nH]c3ccccc23)N2CCN(c3ccc(OC)cc3)CC2)cc1 (stereo not given)	-34	11	14	0	0	1.2	-49	7	0
CCn1ccnc1CN(C)C(=O)CCc1nnc(CCCc2ccccc2)o1	-16	-2	5	·	-1	-0.2	-8	-4	22
Brc1ccc2c(c1)C(c1cccs1)=NNC(c1cccnc1)=N2	-15	3	9	0	-6	0.5	-4	-2	-1
CCOC(=O)CSC1=C(C#N)C(c2ccc(F)cc2)C(C(C)=O)=C(C)N1 (stereo not given)	30	6[fluorescence artefact?]	26	-5	1	0.0	-9	11[fluorescence artefact?]	5
CCCC(=O)Nc1nc2ccc(NC(=O)c3ccccc3F)cc2s1	-69	4	4	4	-3	8.1	20	1	23
CC1CC(=O)C2=C(C1)Nc1nc3ccccc3n1C2c1cccnc1 (stereo not given)	-22	2	7	-9	-21	-0.6	i	7	33
Cc1cc(C)n(C(=O)Cc2cn3ccsc3n2)n1	25	2	12	-10	1	1.1	2	6	-2
CN1CCN(Cc2c(O)ccc3cc(-c4ccccn4)c(=O)oc23)CC1	28	-3	3	-5	-17	3.7	i	-11	16
Nn1c(CSc2nc3ccccc3o2)nnc1CSc1nc2ccccc2o1	-17	1	10	1	5	-0.4	8	9	0
CSc1nnc(-c2cc3ccccc3cc2O)n1C	4	12	15	-6	0	2.3	-329	-8	4
CCn1c(SCC(=O)OC(C)C)nnc1-c1ccccc1OC	-7&15	-2	4&6	-3	4	0.4	-17	-5	6
Cc1cccc(OCC(=O)N/N=C/c2ccccc2C(=O)O)c1	-7	1	2	-7	9	-1.6	29	5	13
CCOc1ccc([N+](=O)[O-])c(N)c1	-18	3	10	14	-12	-0.2	3	-5	6
Cc1cc2cc(CNS(=O)(=O)c3ccc4ccccc4c3)ccc2n1C	-8	-17[fluorescence artefact?]	6	2	10	1.5	1	-55[fluorescence artefact?]	5
CCOC(=O)N1CCN(CCC(=O)Nc2cc([N+](=O)[O-])ccc2OC)CC1	3	-1	14	·	-10	-0.6	-2	13	2
CSC1=C(C#N)C(=O)NC(c2ccc(Cl)cc2)S1 (stereo not given)	-51	-2	11	14	-21	-1.1	29	2	19
COc1ccc2nc(NC(=O)C(NS(=O)(=O)c3cccs3)C(C)C)sc2c1 (stereo not given)	10	12	9	-8	5	-0.3	10	-2	-1
Nc1c(C(=O)c2ccc(Cl)cc2)oc2ccccc12	21	3	9	-4	-11	1.1	3	-5	-3
CCS(=O)(=O)N1CCN(C(=O)c2cccs2)CC1	17	1	6	4	-4	0.3	-2	3	1
CCOc1ccccc1NC(=S)N(Cc1cc2ccc(C)cc2[nH]c1=O)CC1CCCN1CC (stereo not given)	-3	4	3	-8	-2	-1.1	32	8	0
CC1CCCN(C(=O)c2cccc(S(=O)(=O)Nc3cc(C(F)(F)F)ccc3Cl)c2)C1 (stereo not given)	38	6	14	-2	7	-0.1	8	90*	0
O=S(=O)(c1cccc(-c2nnc(SCc3ccc(Cl)cc3)o2)c1)N1CCCCC1	17	3	12	0	2	0.0	17	-2	0
COc1cccc(-c2csc(NC(C)=O)n2)c1	6	4	9	10	0	0.2	22	0	1
O=C(NCCCN1CCN(C2CCCCC2)CC1)Nc1ccccc1C(F)(F)F	14	1	16	8	3	-0.2	-44	4	1
CC1(C)CC(=O)CC2(C1)NCC(c1ccccc1Cl)c1c2[nH]c2ccccc12 (stereo not given)	14	-2	8	·	-10	-1.5	-58	-8	15
COC(=O)C1=C(C)N(CCc2ccccc2)C(=O)/C1=C\c1ccco1	29	9	8	2	12	1.6	-4	-16	1
CCCCC1CCC(c2nc(-c3ccccn3)no2)CC1 (stereo not given)	54	1[fluorescence artefact?]	13	6	-2	0.2	16	10	0
CN(C)S(=O)(=O)N1CCC(C(=O)O)(c2ccccc2)CC1	5	-11	17	6	3	0.2	-27	-1[fluorescence artefact?]	0

The results go on:
SMILES	EP2 modulator	eIF4E-4G inh	PGE2 EP2 inh	Rad51 HR inh	Tb hexokinase	zVAD death inh	Calpain2 inh	14-3-3 Bad PPI	Hck-Nef inh
CCc1ccc(N(C(=O)c2csnn2)C(C(=O)NC(C)(C)C)c2cccnc2)cc1 (stereo not given)	-11	-4	8	1	-3	-0.2	1	-9	22
CCO[C@@H]1OC(C(=O)N2CCN(C)CC2)=C[C@H](C2CCCCC2)[C@H]1CCCO	-17	2	12	8	-10	-0.5	-6	1	4
CCC1(C(=O)OC)NC(c2ccco2)C2C(=O)N(c3ccc(C)cc3)C(=O)C21 (stereo not given)	32	-8	10	4	1	-0.1	-34	4[fluorescence artefact?]	0
CC(C)CNC(=O)CSc1nc2scc(-c3ccccc3)c2c(=O)[nH]1	1	7[fluorescence artefact?]	10	-7	29	0.7	11	-22[fluorescence artefact?]	-2
Cc1csc(C(=O)O)c1NC(=O)c1cccc([N+](=O)[O-])c1	22	-2	7	-1	1	2.3	-4	1	-1
CC(=O)c1cnc(Nc2ccc(C)cc2)s1	1	-2	11	8	-33	84*	18	-8	33
COc1cccc(NC(=O)c2ccc3c(SCC(=O)O)c4c(nc3c2)CCCC4)c1	-14	0	4	-1	-5	1.6	-104	-12	24
N#CC1=C(N)Oc2n[nH]c(-c3ccc(F)cc3)c2C1c1cccnc1 (stereo not given)	-4	-10	·	·	-7	0.3	-26	-6	3
Cc1ccc(OCC(=O)NCCc2nc3ccccc3[nH]2)c(C)c1	-12	1	1	8	-1	2.4	3	-3	2
CCN(CC)CCNC(=O)c1c(O)c2c([nH]c1=O)CCCC2	1	9[fluorescence artefact?]	8	-5	-15	1.9	0	-5[fluorescence artefact?]	-1
Nc1nc(-c2ccccc2)[nH]c(=O)c1N=O	-4	-2	7	20	-45	1.1	-1	0	15

2 consecutive entries already listed, quoted:
SMILES	EP2 modulator	eIF4E-4G inh	PGE2 EP2 inh	Rad51 HR inh	Tb hexokinase	zVAD death inh	Calpain2 inh	14-3-3 Bad PPI	Hck-Nef inh
CCc1ccc(N(C(=O)c2csnn2)C(C(=O)NC(C)(C)C)c2cccnc2)cc1 (stereo not given)	-11	-4	8	1	-3	-0.2	1	-9	22
CCO[C@@H]1OC(C(=O)N2CCN(C)CC2)=C[C@H](C2CCCCC2)[C@H]1CCCO	-17	2	12	8	-10	-0.5	-6	1	4

Not all compounds are listed; rates above refer to the full screens.
